# Source: PubChem BioAssay (National Center for Advancing Translational Sciences (NCATS))
# Epigenetic derep: Quantitative High-Throughput Screen for Regulators of Epigenetic Control | murine LDR cells, GFP reporter derepression, 30 h | Potency, µM (doses to about 53.9 µM), for inactives: top-dose GFP activation, actives largely listed as activators | 280,000 compounds, 0.2% hits; note: potency is the fitted concentration of half-maximal effect; % of control where 0% means no effect; nearly all actives have a fitted effect of over 60% in size
#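 Reporter derepression read as number of fluorescent GFP-positive objects, 20-120 um in size, counted by laser-scanning cytometer. Mouse LDR line with an epigenetically silenced CMV-GFP locus; compound incubation 30 h, 37 C.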
# TRb SRC2 PPI: qHTS for Inhibitors of the Interaction of Thyroid Hormone Receptor and Steroid Receptor Coregulator 2; Thyroid hormone receptor beta (Homo sapiens), P10828; TRbeta-SRC2 peptide binding, fluorescence polarization; receptor liganded with 1 µM T3; Potency, µM (doses to about 106 µM), for inactives: at the highest dose activity change, negative = inhibition, hits mostly inhibitors; 280,000 compounds, 0.065% hits; AID 1469, 2008;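 note: potency is the fitted concentration of half-maximal effect; plate controls were bound peptide for no effect and peptide without receptor for full effect; nearly all actives have a fitted effect of over 50% in size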
# Target sequence (P10828 whole entry, looked up): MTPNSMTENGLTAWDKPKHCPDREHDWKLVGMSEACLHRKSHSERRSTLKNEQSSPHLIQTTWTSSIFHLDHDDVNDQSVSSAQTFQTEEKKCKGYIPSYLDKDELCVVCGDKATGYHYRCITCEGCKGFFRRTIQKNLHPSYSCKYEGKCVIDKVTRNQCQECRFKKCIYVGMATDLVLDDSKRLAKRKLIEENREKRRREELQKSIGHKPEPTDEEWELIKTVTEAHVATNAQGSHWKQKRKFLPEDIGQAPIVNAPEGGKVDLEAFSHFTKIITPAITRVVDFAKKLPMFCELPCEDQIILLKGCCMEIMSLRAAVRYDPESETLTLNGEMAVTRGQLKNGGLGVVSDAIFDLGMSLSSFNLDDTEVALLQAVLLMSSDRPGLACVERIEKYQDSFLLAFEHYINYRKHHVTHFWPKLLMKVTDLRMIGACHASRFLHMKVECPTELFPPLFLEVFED
#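 A fluorescence polarization screen tested compounds at multiple concentrations against complex formation between 0.6 uM TRb ligand-binding domain and 20 nM Texas Red SRC2 peptide, with 1 uM T3 present; readout after 5 hr.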
# TexasRed fluor: Total Fluorescence Counterscreen for Inhibitors of the Interaction of Thyroid Hormone Receptor and Steroid Receptor Coregulator 2; Potency, µM (series often up to 106 µM), for the others: at the top dose fluorescence change, negative = quenching; TRb/SRC2 Texas Red total fluorescence interference; 280,000 compounds, 0.29% hits; active = well fitted curve in either direction with a large enough effect; inconclusive = small, poorly fitted or top-dose-only effect; note: potency is the fitted concentration of half-maximal effect; % is set by controls: 0 for no effect and ±100 for the full control effect
#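 Human TRb ligand-binding domain at 0.6 uM with 20 nM Texas Red SRC2 peptide in Tris buffer containing 1 uM T3 and 5% DMSO, incubated with compound 5 h at ambient temperature. Total fluorescence (555/632 nm) calculated as parallel + 2 × perpendicular.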
# CBFb-RUNX1 inh: qHTS Assay for Compounds Blocking the Interaction Between CBF-beta and RUNX1 for the Treatment of Acute Myeloid Leukemia | 230,000 tested, under 10 active | Runt-related transcription factor 1 (Homo sapiens) + Core-binding factor subunit beta … | AlphaScreen CBFb-His/RUNX1-biotin binding, biochemical | Potency, µM (top dose mostly 59.8 µM), without a hit: at the top dose activity, negative = inhibition, actives largely listed as inhibitors; note: % of control where 0% means no effect
#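 AlphaScreen binding: CBFb-His and RUNX1-biotin (30 nM each) preincubated 20 min, compound added for 15 min, then nickel and streptavidin beads for 90 min, all at room temperature. Disruption of the interaction by any mechanism counts as activity.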
# Tau fluor cs: Counterscreen qHTS for Inhibitors of Tau Fibril Formation, Fluorescence Polarization; AID 1463, 2008; Potency, µM (highest dose often 57.7 µM), for the others: at the top dose activity change, negative = decrease; tau K18 P301L (four-repeat tau fragment) Alexa594 fluorescence, heparin fibrillization; 280,000 compounds, 0.93% hits; note: potency is the fitted concentration of half-maximal effect; % is set by controls: 0 for no effect and ±100 for the full control effect; nearly all actives have a fitted effect of over 55% in size
#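 Human K18 P301L tau (15 uM unlabeled plus 0.24 uM Alexa 594-labeled, final) in 100 mM sodium acetate pH 7 was mixed with compound and 20 uM heparin and incubated 6 hr at 37 C.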
# Tau fibril FP: qHTS for Inhibitors of Tau Fibril Formation, Fluorescence Polarization | Microtubule-associated protein tau (Homo sapiens), P10636 | K18 P301L tau heparin fibrillization, Alexa594 FP, 6 h | Potency, µM (doses to about 57.7 µM), for the others: top-dose activity, negative = inhibition, usual class: inhibitors | 280,000 compounds, 0.39% hits | AID 1468, 2008; note: potency is the fitted concentration of half-maximal effect; % is set by controls: 0 for no effect and ±100 for the full control effect; nearly all actives have a fitted effect of over 55% in size
# Target sequence (P10636 561-689 P618L limits assumed): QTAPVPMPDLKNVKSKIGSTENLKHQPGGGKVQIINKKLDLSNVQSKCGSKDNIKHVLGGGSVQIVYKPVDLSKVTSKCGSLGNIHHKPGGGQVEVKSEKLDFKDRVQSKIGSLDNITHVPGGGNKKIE
#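 Quantitative HTS format: compounds meet 15 uM recombinant K18 P301L tau and Alexa 594-tau tracer in 100 mM sodium acetate pH 7; 20 uM heparin triggers fibrillization at 37 C over 6 hr; FP gives the signal.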
# NPSR antag: qHTS Assay for Antagonists of the Neuropeptide S Receptor: cAMP Signal Transduction; Potency, µM (titrated, usually from 38.3 µM), for the others: at the highest dose activity change, negative = inhibition, hits mostly inhibitors; 220,000 compounds, 1% hits; CHO-NPSR cells, cAMP TR-FRET, antagonist mode; Q6W5P4; note: potency is the fitted concentration of half-maximal effect; % is set by controls: 0 for no effect and ±100 for the full control effect; nearly all actives have a fitted effect of over 50% in size; many of its hits are not listed in these tables
# Target sequence (Q6W5P4 whole entry, looked up): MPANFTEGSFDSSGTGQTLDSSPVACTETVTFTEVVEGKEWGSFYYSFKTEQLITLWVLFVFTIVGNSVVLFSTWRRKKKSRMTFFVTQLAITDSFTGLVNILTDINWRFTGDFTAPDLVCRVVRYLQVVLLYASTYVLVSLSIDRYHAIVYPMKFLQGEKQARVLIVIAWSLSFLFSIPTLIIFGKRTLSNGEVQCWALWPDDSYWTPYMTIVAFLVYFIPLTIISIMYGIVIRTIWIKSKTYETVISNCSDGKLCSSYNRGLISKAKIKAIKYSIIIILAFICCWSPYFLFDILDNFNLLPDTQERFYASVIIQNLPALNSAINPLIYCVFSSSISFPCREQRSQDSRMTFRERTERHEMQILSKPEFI
# aGal spleen mod: qHTS Assay for Inhibitors and Activators of Human alpha-Galactosidase From Spleen Homogenate; 240,000 compounds, 0.008% hits; Alpha-galactosidase A (Homo sapiens), P06280; human spleen homogenate, 4MU-alpha-Gal fluorescence, 40 min; Potency, µM (doses to about 80 µM), for inactives: at the top dose activity change, negative = inhibition, usual class: inhibitors;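 note: potency is the fitted concentration of half-maximal effect; 0% = enzyme with vehicle and -100% = no enzyme basal signal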
#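 qHTS titration in buffer at pH 5.0. Alpha-galactosidase activity in spleen homogenate was measured via 4-methylumbelliferone release from 1 mM fluorogenic substrate after 40 min at 37C and a pH 10 stop. AC50 came from Hill fits of control-normalized data.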
# * marks the source's active call; other numbers are inactive results; u = inconclusive; x = not tested or not shown; & = joins results of further samples; [ ] = dose if it differs, or a comment. Unless noted, calls come from the whole dose curve; as a rule, active = well fitted curve in the direction sought with a large enough effect; inconclusive = small, poorly fitted or top-dose-only effect, or another doubt; inactive = no such curve, though single readings can be large; an effect the other way counts as inactive or inconclusive. Not all compounds are listed; the hit share may differ from the screen's.
# Values in the order: Epigenetic derep, TRb SRC2 PPI, TexasRed fluor, CBFb-RUNX1 inh, Tau fluor cs, Tau fibril FP, NPSR antag, aGal spleen mod
> Cc1ccc2c(c1)N(CCCC(=O)NCCCN1CCCC1=O)C(=O)CO2
  -1.3%, 6%, 0%, 3%[2.36 µM], -1%, 2%, 3%, 0%
> Cc1cc(NC(=O)c2cc(-c3ccccc3)on2)n(-c2ccccc2)n1
  0.0%, 1%, -1%, 8%, 2%, -11%, -9%[46.1 µM], 4%
> O=C(CC1Oc2ccccc2NC1=O)NCCCN1CCOCC1 (stereo not given)
  0.0%, -2%, 4%, 5%, 2%, 7%, -5%[46.1 µM], 1%
> COc1cccc(CNC(=O)C(C)n2c(=O)cc(-c3ccccc3)c3c(C)nn(C)c32)c1 (stereo not given)
  0.0%, -7%, -7%, x, -3%, 2%, x, x
> O=C(NCc1ccncc1)c1cc2ccccc2nc1Cl
  -1.2%, 4%, 0%, 0%, 0%, 5%, 4%, 8%
> CCOC(=O)c1nn(-c2cccc(OC)c2)c2nc(Nc3ccccc3)cc(=O)n12
  -4.3%, 8%, -3%, -1%, -27%, -14%, -26%, -1%
> O=C1CCC(=O)N1c1nc2n(n1)C(c1ccccc1)C=C(c1ccc(Br)cc1)N2 (stereo not given)
  0.0%, -5%, -1%, -8%, -13%, -8%, 9%[46.1 µM], -2%
> COc1ccccc1C(=O)NCC(=O)OCC(=O)Nc1cccc(S(=O)(=O)N2CCCCCC2)c1
  -0.4%, 2%, 2%, 5%, -25%, -5%, 10%, -3%
> Cc1ccccc1NC(=O)c1ccc(-c2ccc(Cl)cc2Cl)o1
  -6.2%, -14%, 2%, 20%, -22%, -4%, -30%[46.1 µM], -5%
> CCC1=C(OC(=O)N(CC)CC)N2C(=O)OC(=NCC3CC3)[C@]2(C)[C@H]2C1=CC[C@H]1C(=O)NC(=O)[C@H]12
  1.5%&1.3%, -2%&12%, -6%&-2%, 7%&10%, 0%&1%, 5%&-7%, 10%, 8%&2%
> CN(C)S(=O)(=O)c1ccc(Cl)c(NC(=O)c2ccncc2)c1
  1.0%, 0%, 0%, -6%, 8%, 8%, 15%, 1%
> COc1cc(NC(=S)N2CCC(C(O)(c3ccccc3)c3ccccc3)CC2)cc(OC)c1
  0.2%, -7%, -1%, -18%, 3%, -2%, -30%, 15%
> O=C(c1ccc(C(F)(F)F)cc1)N1CCC(=O)N(C(COCc2ccccc2)Cc2ccccc2)CC1 (stereo not given)
  6.9%, 4%, 1%, 2%[2.36 µM], -3%, 0%, -23%, 1%
> Cn1c(-c2cccc3ccccc23)n[nH]c1=S
  -1.3%, 3%[53 µM], -2%[53 µM], 1%, 7%, -5%, 1%, -1%
> COC(=O)C1=C(c2ccccc2)c2ccccc2S(=O)(=O)N1CC(=O)Nc1cc(C)ccc1C
  -0.9%, -1%, 3%, x, -25%, -16%, x, x
> CCOc1ccc(NC(=O)Cn2cc(C(=O)c3ccc(C)cc3)c(=O)c3cc4c(cc32)OCO4)cc1
  4.2%, 1%, 0%, x, -30%, -9%, x, x
> O=C(Nc1nc2nc(-c3ccccc3)cc(=O)n2[nH]1)c1ccccc1
  -1.5%, -1%, -2%, 7%, -1%, 6%, -3%[46.1 µM], -4%
> C/C(=N\OCC(=O)N/N=C/c1ccccc1)c1cccs1
  1.2%, -2%, -2%, 5%, -17%, -5%, -17%[46.1 µM], 2%
> CCC(=O)N1CCc2cc(Br)cc(S(=O)(=O)N3CCC(C(=O)NC(C)(C)C)CC3)c21
  1.7%, 6%, 6%, x, -8%, -2%, x, x
> O=C(CSCc1cccc(Br)c1)N/N=C/c1ccc2c(c1)OCO2
  -0.9%, -1%, -1%, -3%, u, -8%, -12%[46.1 µM], -8%
> CCOc1ccc(-n2c(-c3ccc(Br)cc3)c[n+]3c2CCCCC3)cc1
  -3.2%, 2%, 0%, 3%, -7%, 1%, 1%, 2%
> Cc1cc(C)nc(N2N=C(C(C)(C)C)CC2=O)n1
  -8.5%, -3%, 3%, 1%, -9%, 3%, 4%[46.1 µM], 1%
> Cn1ccc(NC(=O)Nc2ccc(Cl)cc2Cl)n1
  -3.2%, 3%, -3%, 8%, -16%, -3%, 7%, 6%
> Cc1nc(NC(=O)COC(=O)CCS(=O)(=O)c2ccccc2Cl)c(Cl)cc1Cl
  -3.4%, -4%, -6%, -3%, -10%, 2%, -19%[46.1 µM], -15%
> Cc1ccc(S(=O)(=O)NC(=O)CSc2nc3ccccc3s2)cc1
  -0.9%, -17%, -3%, -6%, -9%, 4%, -5%[46.1 µM], -26%
> Nc1ccccc1-c1nc2ccccc2[nH]1
  0.0%, -18%, -3%, 12%, -21%, 7%, u, u
> C=CCNC(C(=O)Nc1cccc(OC)c1)c1ccccc1 (stereo not given)
  4.5%, -8%, 0%, 5%, -1%, -1%, 2%, 0%
> CC(C)(C)OC(=O)N1CCC(c2c(C(=O)N3CCCCC3)cnn2-c2ccccc2Cl)CC1
  -1.3%, -6%, 2%, x, -11%, -7%, x, x
> O=C(N/N=C/c1ccncc1)c1cccc(NC(=O)c2ccc(Cl)cc2)c1
  0.0%, -1%, u, -6%, -7%, 0%, -15%[46.1 µM], 4%
> Cc1ccc(Sc2ccc(N3CCC(C(=O)Nc4ccc(Cl)cc4)CC3)nn2)cc1
  -0.1%, -7%, 3%, x, -16%, -15%, x, x
> CCSc1nnc2c(n1)OC(c1ccc(OCC(=O)O)cc1)Nc1ccccc1-2 (stereo not given)
  -1.1%, 4%, 2%, x, 1%, -2%, x, x
> O=C(CSc1nnc(-c2ccc([N+](=O)[O-])cc2)o1)Nc1ccccc1
  -3.2%, -5%, 4%, x, -17%, -6%, x, x
> Cc1cc(=O)oc2cc(OC(C)C(=O)N3CCCc4ccccc43)ccc12 (stereo not given)
  0.0%, -3%, 1%, 4%, 1%, -1%, -25%[46.1 µM], 1%
> Cc1cc2c(cc1S(N)(=O)=O)S(=O)(=O)CCC2
  -2.7%[16.9 µM], -5%[53 µM], 0%[53 µM], -13%[21.7 µM], x, x, x, -20%[29.1 µM]
> CCOC(=O)Cc1c(C)nc2c(-c3ccc(Cl)cc3)c[nH]n2c1=O
  -0.1%, 5%, -1%, -4%, -10%, 11%, -5%[46.1 µM], 17%
> COc1ccc(-c2c(C(C)=O)c(C)nc3sc4c(=O)[nH]nnc4c23)cc1
  1.0%, -4%[53 µM], -1%[53 µM], 14%, 7%, -4%, -13%, -2%
> CCCOc1cccc(C2c3c(oc4cc(C)c(C)cc4c3=O)C(=O)N2CCCN2CCOCC2)c1 (stereo not given)
  1.0%, 3%, 1%, x, -26%, -20%, x, x
> Cc1c(Cl)ccc2c1NC(=O)[C@]21N[C@@H](CCC(N)=O)[C@H]2C(=O)N(c3ccc(F)cc3)C(=O)[C@H]21
  0.0%, 2%, 0%, -1%, -16%, -4%, -1%[46.1 µM], 6%
> Clc1ncccc1-c1nc2ccccc2n1Cc1ccccc1
  -3.1%, -15%, -2%, 3%, 2%, 6%, -23%[46.1 µM], 0%
> O=C(O)C(c1ccccc1)N1CCCC1 (stereo not given)
  0.0%, -8%, 0%, 2%, 4%, 6%, -1%[46.1 µM], 8%
> CS(=O)(=O)N(Cc1ccc(Cl)cc1)c1ccc(C(=O)NCCSCc2ccco2)cc1
  0.1%, -6%, -3%, -4%, -28%, -6%, u, 5%
> COc1ccc(CN2CCOCCOCCOCCOCC2)cc1
  1.3%, -8%, 0%, 3%, 4%, -4%, -21%, -15%
> FC(F)(F)c1cc(-c2ccco2)nc(N2CCN(c3ccccc3)CC2)n1
  -9.7%, -17%, -2%, 2%, -10%, 12%, -6%[46.1 µM], -12%
> CC(=O)c1c(C)[nH]c(C(=O)Nc2ccc(Cl)c(S(=O)(=O)N3CCOCC3)c2)c1C
  0.0%, 2%, -4%, -10%, u, -17%, -14%[46.1 µM], 2%
> Cc1csc(NC(=O)CSc2nc3sc(C)c(C)c3c(=O)[nH]2)n1
  0.0%, 6%, -6%, -2%, -15%, -10%, -12%[46.1 µM], 3%
> CCOc1ccc2[nH]c(=O)c(CN(CCc3ccccc3)C(=O)N3CCOCC3)cc2c1
  0.8%, -5%, -1%, 3%, -2%, 8%, -10%[46.1 µM], 0%
> O=C(NNc1ccc([N+](=O)[O-])cc1)C1CC2CCCC(C1)C2=O (stereo not given)
  -0.1%, -23%, -1%, -13%, -8%, -9%, 1%[46.1 µM], -9%
> O=C(NCc1cccnc1)c1ccc(COc2ccccc2Cl)cc1
  0.1%, 0%, -1%, -8%, -16%, -4%, 16%, 4%
> CC(C)(C)NC(=O)Cn1nc(C(F)(F)F)c2c1CCCC2
  0.0%, -3%, -1%, 2%, 4%, 6%, -1%, 0%
> O=C(COC(=O)Cc1ccsc1)NCC12CC3CC(CC(C3)C1)C2
  -8.5%, -9%, 1%, 7%, -10%, 0%, -2%[46.1 µM], 3%
> Cc1n[nH]c(C)c1CCCCOc1ccccc1
  1.1%, 0%, 3%, 0%, -8%, 4%, 7%, 2%
> CC1CCc2c(C(=O)NCCCN3CCOCC3)csc2C1 (stereo not given)
  4.7%, -17%, 2%, 6%, -7%, -6%, -5%[46.1 µM], -22%
> CC(CCc1ccccc1)NC(=O)C1CCN(c2nnc(-n3cccc3)s2)CC1 (stereo not given)
  0.6%, -9%, 1%, 5%, 13%, 2%, -4%[46.1 µM], -4%
> O=C(Cn1cc(S(=O)(=O)c2ccccc2)c(=O)c2cc(Cl)ccc21)Nc1ccc2c(c1)OCO2
  2.1%, -2%, 1%, x, u, u, x, x
